Source: PubChem
N370S GC: N370S glucocerebrosidase modulation, Gaucher chaperone candidate. N370S GC spleen homogenate, 4MU-glucoside fluorescence. Potency, µM (series often up to 59.4 µM), for the others: at the top dose activity change, negative = inhibition, most hits filed as inhibitors. 0.092% of 330,000 active;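 further: 0% = full enzyme activity and -100% = no enzyme basal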
TDP1 cell noCPT: qHTS for Inhibitors of human tyrosyl-DNA phosphodiesterase 1 (TDP1): qHTS in cells in absence of CPT | DT40 Tdp1-/- hTDP1 cells, no CPT, ATP luminescence, 48 h | Potency, µM (doses to about 46.2 µM), without a hit: top-dose activity change, negative = growth inhibition, usual class: inhibitors | 15% of 420,000 active | AID 686978, 2013; further: nearly all actives have a fitted effect of over 55% in size
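Compound effects on proliferation are scored in DT40 Tdp1-/-;hTDP1 cells in the absence of CPT. ATP levels (CellTiter-Glo luminescence) are recorded after a ≥48 hr, 37 °C incubation.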
TDP1 inh: TDP1 (human) enzyme inhibition. AID 485290. 0.28% of 350,000 active. recombinant TDP1, AlphaScreen DNA substrate cleavage. Potency, µM (top dose mostly 130 µM), inactives show at the highest dose activity change, negative = inhibition, most hits filed as inhibitors. Q9NUW8; further: nearly all actives have a fitted effect of over 40% in size
Target sequence (Q9NUW8 whole entry, looked up): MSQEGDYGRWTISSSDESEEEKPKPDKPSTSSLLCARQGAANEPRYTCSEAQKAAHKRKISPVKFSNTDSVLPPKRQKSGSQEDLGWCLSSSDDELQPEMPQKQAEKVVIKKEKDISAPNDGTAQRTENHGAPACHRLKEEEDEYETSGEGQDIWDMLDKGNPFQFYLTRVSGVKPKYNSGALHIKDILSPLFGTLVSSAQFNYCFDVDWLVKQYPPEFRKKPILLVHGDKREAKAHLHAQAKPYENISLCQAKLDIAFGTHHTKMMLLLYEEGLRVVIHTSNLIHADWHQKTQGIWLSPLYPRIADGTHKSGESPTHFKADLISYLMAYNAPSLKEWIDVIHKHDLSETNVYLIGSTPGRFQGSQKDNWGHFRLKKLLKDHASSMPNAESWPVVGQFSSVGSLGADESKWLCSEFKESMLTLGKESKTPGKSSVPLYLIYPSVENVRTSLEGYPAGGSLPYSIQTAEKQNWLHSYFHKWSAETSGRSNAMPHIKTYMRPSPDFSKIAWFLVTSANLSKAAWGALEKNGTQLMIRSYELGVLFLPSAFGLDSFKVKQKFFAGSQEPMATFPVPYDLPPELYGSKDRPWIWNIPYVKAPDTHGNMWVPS
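Compounds were preincubated with Tdp1 (1 nM final) for 15 min at room temperature before substrate (15 nM final) started a 5 min reaction; beads (10 ug/ml final) were then added for 10 min before AlphaScreen detection.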
* = called active by the depositor; ? = inconclusive; · = not tested or not shown; & = joins results of further samples; [ ] = dose if it differs, or a comment. The call rests on the fitted dose curve; in most records, active means well fitted curve in the direction sought with a large enough effect; inconclusive means small, poorly fitted or top-dose-only effect, or another doubt; inactive means no such curve, though single readings can be large; an effect the other way counts as inactive or inconclusive. Unless noted, on the % scale 0 is the no-effect control and ±100 the full control effect; potency means the concentration at half of the fitted maximal effect.

1: Cc1nc(NCc2cccnc2)c2c3c(sc2n1)CCCC3
2: Cc1cccc(C(CC(=O)O)NC(=O)C(F)(F)F)c1 (stereo not given)
3: CCCCCC1OC1C/C=C\C/C=C\C/C=C\CCCC(=O)O (stereo not given)
4: Cc1ccc(OCCCCn2nnc3sc4c(c3c2=O)CCCC4)cc1
5: COc1ccc(-c2cc(C(F)(F)F)n3nc(C(=O)NCc4ccco4)cc3n2)cc1
6: CC(C)(C)OC(=O)NCCCC[C@H](NC(=O)c1nc[nH]c1C(=O)N1CCN(c2ccccc2)CC1)C(=O)OC(C)(C)C
7: CC(C)CC1NC(=O)C(CCCN)NC(=O)C(C(C)C)NC(=O)C2CCCN2C(=O)C(Cc2ccccc2)NC(=O)C(CC(C)C)NC(=O)C(CCCN)NC(=O)C(C(C)C)NC(=O)C2CCCN2C(=O)C(Cc2ccccc2)NC1=O (stereo not given)
8: Cc1ccccc1-c1nc2ccc(Cl)cc2c(=O)n1O
screen / no.	1	2	3	4	5	6	7	8
N370S GC	1.7%	-23.5%	-2.2%&-3.0%	·	8.2%	3.7%	-1.9%	-6.0%
TDP1 cell noCPT	?	28.2%	·	-0.6%	-26.4%	18.4µM*	·	?
TDP1 inh	3.0%	5.0%	9.8%&6.9%	-4.7%	-6.3%	7.1%	7.7%	·

Arranged by length of the SMILES (low to high): 6 of the compounds above.
2: Cc1cccc(C(CC(=O)O)NC(=O)C(F)(F)F)c1 (stereo not given)
3: CCCCCC1OC1C/C=C\C/C=C\C/C=C\CCCC(=O)O (stereo not given)
4: Cc1ccc(OCCCCn2nnc3sc4c(c3c2=O)CCCC4)cc1
5: COc1ccc(-c2cc(C(F)(F)F)n3nc(C(=O)NCc4ccco4)cc3n2)cc1
6: CC(C)(C)OC(=O)NCCCC[C@H](NC(=O)c1nc[nH]c1C(=O)N1CCN(c2ccccc2)CC1)C(=O)OC(C)(C)C
7: CC(C)CC1NC(=O)C(CCCN)NC(=O)C(C(C)C)NC(=O)C2CCCN2C(=O)C(Cc2ccccc2)NC(=O)C(CC(C)C)NC(=O)C(CCCN)NC(=O)C(C(C)C)NC(=O)C2CCCN2C(=O)C(Cc2ccccc2)NC1=O (stereo not given)
screen / no.	2	3	4	5	6	7
N370S GC	-23.5%	-2.2%&-3.0%	·	8.2%	3.7%	-1.9%
TDP1 cell noCPT	28.2%	·	-0.6%	-26.4%	18.4µM*	·
TDP1 inh	5.0%	9.8%&6.9%	-4.7%	-6.3%	7.1%	7.7%

The results go on.
9: CCn1c(CSCc2ccc(F)cc2)nnc1SCC(=O)NCc1ccccc1
10: COc1ccc(C(=O)NCc2nnc(SCC(=O)N3CCc4ccccc43)n2CCc2ccccc2)cc1
11: C=CCNC(=O)CCCOc1cccc(C)c1
12: O=C(NC(=S)Nc1ccc(N2CCOCC2)c(Cl)c1)c1cccs1
13: C=CCOc1ccccc1CNCc1ccc(F)cc1
14: CCN(c1ccccc1)S(=O)(=O)c1ccc(NC(=O)c2ccco2)cc1
15: COc1cccc(CC2(CO)CCCN(Cc3cn(C)c4ccccc34)C2)c1 (stereo not given)
16: CC(C)=CCCC(C)CCO (stereo not given)
screen / no.	9	10	11	12	13	14	15	16
N370S GC	12.1%	19.7%	6.4%	-12.1%	-18.0%	1.3%	-12.7%	5.6%&-0.5%
TDP1 cell noCPT	-14.1%	?	-0.7%	?	-25.9%	?	23.1µM*	?
TDP1 inh	5.9%	-0.6%	0.0%	10.6%	0.0%	2.6%	3.6%	-0.4%

17: Cc1ccc(-n2nc(C(=O)NCc3ccc(F)cc3Cl)c3c4ccccc4n(C)c3c2=O)cc1
18: CCOC(=O)C1C(=O)C=C(c2ccc(C)cc2)CC1c1ccc([N+](=O)[O-])cc1 (stereo not given)
19: Brc1ccc(OCc2ccccc2)c(CNCC2CCCO2)c1 (stereo not given)
20: Cc1nn(-c2cc(N3CCCC3)ccc2[N+](=O)[O-])c(=O)c2ccccc12
21: O=C(COc1ccccc1Br)NC1CC1
22: CCOc1cc2[nH]c(=S)n(C3CC3)c(=O)c2cc1OCC
23: Cc1cc(N2CCOCC2)nc2ccc(NC(=O)CCC(=O)N3CCCCC3)cc12
24: CSc1ccc(C=NNc2ccc(S(=O)(=O)Nc3ccccc3C(=O)O)cc2[N+](=O)[O-])cc1
screen / no.	17	18	19	20	21	22	23	24
N370S GC	·	2.2%	-25.5%	7.1%	6.1%	2.7%	?	·
TDP1 cell noCPT	?	13µM*	18.4µM*	?	0.5%	?	-15.8%	0.4%
TDP1 inh	0.0%	-2.7%	5.5%	5.1%	4.6%	-3.5%	3.8%	-18.0%

A run of entries taken from the entries so far, for reference:
23: Cc1cc(N2CCOCC2)nc2ccc(NC(=O)CCC(=O)N3CCCCC3)cc12
24: CSc1ccc(C=NNc2ccc(S(=O)(=O)Nc3ccccc3C(=O)O)cc2[N+](=O)[O-])cc1
screen / no.	23	24
N370S GC	?	·
TDP1 cell noCPT	-15.8%	0.4%
TDP1 inh	3.8%	-18.0%

(list continues)
25: C#CCOCCOCCOCCNc1nc(N2CCN(C(=O)[C@H](CCC(=O)O)n3cc(CN)nn3)CC2)nc(N2CCN(C(=O)[C@H](CCC(=O)O)n3cc(CN)nn3)CC2)n1
26: O=C(CSc1nc2ccc(Cl)cc2[nH]1)NC1CCCc2ccccc21 (stereo not given)
27: O=C(Cn1cc([N+](=O)[O-])cn1)Nc1cccnc1
28: Cc1cccc(NC(=O)C(NS(=O)(=O)c2ccc3c(c2)oc(=O)n3C)C(C)C)c1 (stereo not given)
29: COc1ccc(N2C(=O)/C(=C/c3cccnc3)NC2=S)cc1
30: CC(C)Cc1nnc(NC(=O)c2ccncc2)s1
31: CCOC(=O)CC1(NC(=O)c2cc(COc3cccc(OC)c3)on2)CCCCC1
32: Cc1ccccc1-n1nc2c(c1NC(=O)CCCl)CSC2
screen / no.	25	26	27	28	29	30	31	32
N370S GC	·	9.6%	0.3%	·	2.0%	-2.7%	-0.4%	-7.1%
TDP1 cell noCPT	-1.3%	20.6µM*	13.5%	-0.8%	-5.7%	2.7%	10.3µM*	?
TDP1 inh	2.0%	2.7%	5.0%	5.8%	1.1%	3.8%	-12.0%	·

33: CCC(NC(=O)c1cc(COc2c(F)cccc2F)on1)c1ccncc1 (stereo not given)
34: NC(=O)CSc1nnc(-c2cnccn2)n1-c1ccccc1
35: CC(C)OCCCNC(=O)c1ccc(C2SCC(=O)N2Cc2ccco2)cc1 (stereo not given)
36: CCC(Oc1ccccc1)C(=O)Nc1ccc(O)c(-c2nc3cc(C)ccc3o2)c1 (stereo not given)
37: CCc1c(C)sc2nc(C(C)C)nc(SCC(=O)N3CCc4ccccc4C3)c12
38: CCOc1ccc(Nc2nn(-c3ccc(OC(F)(F)F)cc3)nc2C(C)=O)cc1
39: Cc1nc(NC(=O)COC(=O)c2ccc(S(=O)(=O)N3CCc4ccccc4C3)cc2)c(Cl)cc1Cl
40: Cc1ccc(C)n1-c1ccc(-n2cnnn2)cc1
screen / no.	33	34	35	36	37	38	39	40
N370S GC	-3.5%	0.3%	6.9%	·	0.1%	·	6.8%	3.3%
TDP1 cell noCPT	?	4.2%	?	?	20.6µM*	-7.5%	-2.6%	-1.6%
TDP1 inh	-0.2%	3.3%	4.9%	-1.6%	5.6%	7.0%	-5.4%	4.4%

41: Cc1ccccc1NC(=O)CSc1nnnn1C
42: COc1ccc(CNC(=O)CC23CC4CC(CC(C4)C2)C3)cc1
43: COc1cccc(OCc2nnc(SCC(=O)OC3CCCCC3)n2C)c1
44: Cc1ccc(Nc2nnc(SCC(=O)NC(Cc3c[nH]c4ccccc34)C(=O)O)s2)cc1 (stereo not given)
45: CS(=O)(=O)c1ccc2nnn(OCC(=O)Nc3cccc(C#N)c3)c2c1
46: Cn1c(SCc2cccc(F)c2)nnc1-c1cnccn1
47: O=C(COc1ccc(-n2cnnn2)cc1)Nc1ccc(F)c(F)c1F
48: C=C(C)c1cccc(C(C)(C)NC(=O)NCCCN2CCCC2=O)c1
screen / no.	41	42	43	44	45	46	47	48
N370S GC	3.2%	-1.5%	-0.4%	-1.6%	-0.4%	-1.4%	·	3.8%
TDP1 cell noCPT	-12.2%	?	-17.6%	-1.3%	?	-1.0%	-3.9%	7.3%
TDP1 inh	1.9%	4.4%	0.0%	-1.8%	·	1.4%	0.4%	2.1%

49: CCC(C)Nc1nc2c(c(=O)[nH]c(=O)n2C)n1CCCc1ccccc1 (stereo not given)
50: CN(NC(=O)c1cccc(Cl)c1)c1nc(-c2ccccc2)nnc1C(F)(F)F
51: COc1ccccc1-c1noc(-c2ccccc2C(=O)Nc2ccccc2)n1
52: COc1ccccc1NC(=O)CS(=O)(=O)c1cn(CC(=O)N2CCOCC2)c2ccccc12
53: COc1ccc(OS(=O)(=O)c2c(C)noc2C)cc1
54: COc1ccc(/C=N/N2C(=O)c3ccccc3C2=O)cc1
55: c1ccc(C(Cc2nc(-c3ccccn3)no2)c2ccccc2)cc1
56: C=CCNC(=O)N1c2ccccc2Sc2ccccc21
screen / no.	49	50	51	52	53	54	55	56
N370S GC	-6.5%	3.2%	-1.0%	-0.3%	-2.2%	-0.9%	5.4%	-2.4%
TDP1 cell noCPT	-11.5%	11.6µM*	-24.9%	-25.1%	-11.9%	-3.1%	16.4µM*	?
TDP1 inh	·	3.9%	2.1%	4.6%	-1.4%	7.9%	8.0%	·

57: COC(=O)c1ccc(S(=O)(=O)NCCSc2nnc3c4ccccc4n(C)c3n2)cc1
58: Cc1cc(OC(=O)c2ccc(S(=O)(=O)N(C)C)cc2)c([N+](=O)[O-])c(=O)[nH]1
59: S=C(Nc1ccc(Cl)c(Cl)c1)N1CCOCC1
60: Cc1nc(Sc2nnnn2-c2ccccc2)c(C#N)c(C)c1C
61: Cc1[nH]n(-c2ccccc2)c(=O)c1C(c1cc(Cl)ccc1O)c1c(C)[nH]n(-c2ccccc2)c1=O
62: COc1ccc(CN2C3CCC2CC(NC(=O)c2cc(OC)c(OC)c(OC)c2)C3)cc1 (stereo not given)
63: Clc1ccc(CSc2ncccn2)cc1
64: O=C(CCN1C(=O)C2CC=C(Cl)CC2C1=O)NCc1ccco1 (stereo not given)
screen / no.	57	58	59	60	61	62	63	64
N370S GC	7.0%	-2.9%	1.1%	7.9%	·	-12.2%	6.9%	0.3%
TDP1 cell noCPT	14.6µM*	16.4%	-5.0%	-26.2%	?	21.0%	-12.4%	-6.6%
TDP1 inh	-2.0%	-1.2%	-5.5%	2.5%	-7.5%[12.3 µM]	·	2.2%	2.2%

65: CC1CCCC(NC(=O)COC(=O)c2cc(S(=O)(=O)N3CCCCC3)ccc2N2CCOCC2)C1C (stereo not given)
66: CCn1c(SCC(=O)Nc2ccc(OC)cc2)nc2c1c(=O)n(C)c(=O)n2C
67: C=CCCCCCCCCC(=O)NNC1=CC(=O)CC(C)(C)C1
68: O=C(CCn1c(=O)c2sccc2n(Cc2ccccc2F)c1=O)NCc1ccc2c(c1)OCO2
69: CC(=O)Nc1ccc(C2Nc3cc(C)c(C)cc3NC3=C2C(=O)CC(C)(C)C3)cc1 (stereo not given)
70: Cc1cc2cc(CN(Cc3cccs3)S(=O)(=O)c3ccc4c(c3)OCCO4)c(=O)[nH]c2cc1C
71: CCCC(c1nnnn1Cc1ccco1)N1CCN(C(=O)c2ccco2)CC1 (stereo not given)
72: Cc1ccc(C)c(NC(=O)C(C)n2c(=O)cc(C(F)(F)F)c3c(C)nn(C)c32)c1 (stereo not given)
screen / no.	65	66	67	68	69	70	71	72
N370S GC	-6.1%	-15.9%	11.3%	·	1.0%	?	2.0%[2.35 µM]	·
TDP1 cell noCPT	?	?	-34.1%	-1.8%	5.0%	?	5.0%	2.2%
TDP1 inh	6.6%	·	3.8%	4.5%	·	5.7%	-3.0%	1.9%

73: CC(=O)c1ccc(N/C=C/C(=O)c2ccc(Br)cc2)cc1
74: Cn1nnc(NC(=S)NC(=O)Cc2ccccc2)n1
75: O=S(=O)(c1ccccc1)N1CCN(c2cccc(Cl)c2)CC1
76: COc1ccc(S(=O)(=O)N2CCCC(N(C)CCc3ccccc3)C2)cc1OC (stereo not given)
77: Cc1ccc(C(=O)O)c(C(=O)Nc2nc3ccccc3s2)c1
screen / no.	73	74	75	76	77
N370S GC	1.0%	-11.1%	5.9%	-1.4%	-6.9%
TDP1 cell noCPT	-5.1%	?	-17.1%	?	30.4%[activator]
TDP1 inh	2.5%	3.6%	·	·	·

Only part of the results is shown; rates above refer to the full screens.
